K1F lysis inhibition: protection from phage-mediated lysis, alamar blue read-out – E. coli UTI89, K1F phage, bacterial capsule biogenesis inhibitors (AID 488966); E. coli UTI89 K1F phage lysis, alamar blue, 2 h; higher % means a stronger effect; one-dose inhibition, % at 100 µM; IC50 in µM for titrated hits; 340,000 compounds, 0.02% hits;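 active means phage lysis inhibition, versus mean bacterial control, above a set limit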;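 further: capsule biogenesis inhibitors block K1F phage lysis so surviving cells raise fluorescence; higher fluorescence means more inhibition of phage lysis; actives were called in the ten point dose series up to 300 µM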
* = called active by the depositor; i = inactive; [ ] = another dose, or the depositor's remark.

SMILES	K1F lysis inhibition
Cc1ccc(NC(=O)c2nc[nH]c2C(=O)NCCCCCNC(=O)OC(C)(C)C)cc1	0.5%
Cc1ccc(C(=O)NNC(=O)c2ccc(-n3cncn3)c([N+](=O)[O-])c2)cc1	-0.1%[50 µM]
CC1CCCN(C(=O)c2ccc(Cl)c(S(=O)(=O)N3CCCCCC3)c2)C1 (stereo not given)	0.1%[50 µM]
O=C(c1cccc(S(=O)(=O)N2CCc3ccccc32)c1)N1CCN(c2ccccc2)CC1	-1.3%[50 µM]
C=CC(=O)Nc1cccc(Oc2ccnc3[nH]ccc23)c1	2.7%
O=c1ccn([C@@H]2O[C@H](CNS(=O)(=O)c3cc4ccccc4s3)[C@@H](O)[C@H]2O)c(=O)[nH]1	0.1%
Cc1csc(SCC(=O)N(C)C2CCS(=O)(=O)C2)n1 (stereo not given)	1.0%[50 µM]
O=C(OCC#CCSc1nnc(-c2cccc3ccccc23)o1)c1ccc(F)cc1	-0.8%
Cc1cccc(-c2cc(C(=O)N/N=C/c3cccnc3)c3ccccc3n2)c1	-0.5%
CCOC(=O)c1ccc(NS(=O)(=O)c2c(C)n[nH]c2C)cc1	0.3%[50 µM]
NC(=O)c1ncn([C@@H]2O[C@H](CNS(=O)(=O)c3cc(S(=O)(=O)c4ccccc4)cs3)[C@@H](O)[C@H]2O)n1	-0.5%
CCOc1ccccc1C(=O)OCC(=O)Nc1cccc(S(=O)(=O)NC2=NCCCCC2)c1	i
COC(=O)c1ccc(CSc2ncnc3c2sc2nc(N4CCOCC4)c4c(c23)CCCC4)o1	-0.1%
CC1(C)CC(=O)C=C(c2cccc(Br)c2)C1	1.0%
O=S(OCCN1CCCC1)C(c1ccccc1)c1ccccc1 (stereo not given)	-0.6%
COc1ccc(-c2cccc(NC(=O)c3ccc4c(c3)OCO4)c2)nn1	1.3%[50 µM]
O=C(Cn1c(=O)cnc2ccccc21)NNC(=O)c1ccccc1Cl	0.1%[50 µM]
COc1ccc(C2CC(=O)Oc3cc(O)ccc32)cc1 (stereo not given)	0.0%
COc1ccc(O)c(C(=O)c2cnn(C(=O)c3ccc(C)cc3)c2)c1	0.7%[50 µM]
COc1cccc(-c2ccc3ncnc(NCc4cccnc4)c3c2)c1	0.0%
CCCc1cc(C(=O)OCC(=O)N2CCN(c3ccc(OC)cc3)CC2)sc1C	-0.4%
COc1ccc(NC(=O)CN(C)C(=O)c2c(C)nn(Cc3ccccc3)c2C)cc1	1.2%[50 µM]
Nc1nc(SCC(=O)Nc2cccc(F)c2)n[nH]1	0.4%[50 µM]
Cc1cccc(C(=O)NCCC(=O)N2CCc3ccccc3C2)c1	0.3%[50 µM]
CN(CC(=O)Nc1ccc(Cl)c(Cl)c1)C(=O)CNC(=O)Cc1ccccc1	-0.3%[50 µM]
Cc1nnc(SC(C)C(=O)N(C)C2CCCCC2)n1N (stereo not given)	0.6%[50 µM]
CCOC(=O)[C@H]1[C@H]2COc3ccc(C)cc3[C@@H]2N2C(=O)[C@@H](CO)NC(=O)[C@@]12C	1.1%
COC(=O)C[C@H]1c2cc(C(F)(F)F)ccc2S(=O)(=O)N1Cc1ccccc1OC	0.2%
COc1ccc(C(=O)NCC(=O)OCc2c(Cl)cccc2Cl)cc1OC	-0.1%[50 µM]
CSc1ccc(/C=C/C(=O)OCC(=O)NCC2CCCO2)cc1 (stereo not given)	0.7%[50 µM]
Cc1nn(-c2ccccc2)c(C)c1NC(=O)COC(=O)Cc1ccccc1F	1.6%[50 µM]
CCN(CC)c1ccc(C(=C2C=CC(=[N+](CC)CC)C=C2)c2ccc(S(=O)(=O)O)cc2S(=O)(=O)[O-])cc1	-0.8%[50 µM]
Cc1ccc(OC(=O)c2ccc3c(=O)n4c(nc3c2)CCC4)cc1	1.5%[50 µM]
CN(CC(=O)Nc1cccc(F)c1)C(=O)c1cccnc1Sc1ccc(Cl)cc1	-0.1%[50 µM]
COc1ccc(S(=O)(=O)N(C)C[C@H]2Oc3ccc(NC(=O)C4CC4)cc3C(=O)N([C@H](C)CO)C[C@@H]2C)cc1	0.8%
COc1cccc(NC(=O)CN(C)C(=O)c2ccccc2Sc2ccccc2C#N)c1	-0.2%[50 µM]
Cc1ccc(N2C(=O)N3[C@@H]4c5ccccc5OC[C@@H]4[C@@H](c4ccccc4)[C@@]3(C)C2=O)cc1	-0.9%
COc1cccc(COC(=O)c2sc3nc4n(c(=O)c3c2C)CCC4)c1OC	0.9%[50 µM]
COc1ccc(S(=O)(=O)N2CCOCC2)cc1NC(=O)c1cc(=O)[nH]c2ccccc12	0.0%[50 µM]
Cc1nn(C)c(C)c1NS(=O)(=O)c1ccc(OC(F)(F)F)cc1	-0.1%[50 µM]
C[C@H](CO)N1C[C@H](C)[C@H](CN(C)C(=O)Nc2ccc(C(F)(F)F)cc2)Oc2c(NC(=O)c3ccncc3)cccc2C1=O	-0.6%
COc1cccc(NC(=S)N2CCC(C(=O)c3ccc(F)cc3)CC2)c1	0.2%
C[C@H](NC(=O)c1nc[nH]c1C(=O)N1CCNCC1)C(=O)OC(C)(C)C	0.1%
CCN(CC(=O)Nc1ccc(NC(C)=O)cc1)C(=O)C1CCCC1	0.0%
Cc1ccc(S(=O)(=O)N2CCN(C(=O)c3cc4c(s3)CCCC4)CC2)cc1	0.0%[50 µM]
O=C(COC(=O)C1CC2C=CC1C2)Nc1c(Br)cc([N+](=O)[O-])cc1Br (stereo not given)	-4.1%
Cc1cc(C(=O)NNC(=O)Cc2ccc(Cl)c(Cl)c2)c(C)o1	-0.1%[50 µM]
CC12CCC(=O)N1C(C(=O)N1CCN(S(=O)(=O)c3cccc(C(F)(F)F)c3)CC1)CS2 (stereo not given)	-1.6%
Cc1cccc(NC(=O)c2ccccc2SCc2ccc(F)cc2)n1	0.3%[50 µM]
Cc1cc2c(c(C)c1CCO)C(=O)[C@H](C)C2	0.4%
CCOC(=O)c1ccc(NC(=O)C2(N3C(=O)c4ccccc4C3=O)CCCC2)cc1	-1.4%
COc1ccc(CCN(C)C(=O)c2c(C)noc2C)cc1OC	0.7%[50 µM]
S=c1[nH]nc(COc2ccccc2)n1-c1ccc(Cl)cc1	-0.9%
CC1CCC(NC(=O)CN2C(=O)c3ccccc3S2(=O)=O)CC1 (stereo not given)	1.1%[50 µM]
CC(C)CCN1C(=O)c2ccc(C(=O)OCC(=O)N(C)C3CCS(=O)(=O)C3)cc2C1=O (stereo not given)	0.8%[50 µM]
CC(=O)N1CCN(S(=O)(=O)c2cccc(C(=O)OCC(=O)N(CCC#N)c3ccc(F)cc3)c2)CC1	1.0%
COc1ccc(CCNS(=O)(=O)CCNC(=O)c2ccc3c(c2)OCO3)cc1	0.5%[50 µM]
COc1cccc(NC(=O)CN(C)C(=O)c2cccnc2Nc2cccc(C(F)(F)F)c2)c1	-0.7%[50 µM]
CN(C(=O)c1cccc(NC(=O)Cc2cccc(NC(=O)C3CCCN(C(=O)C4CCC4)C3)c2)c1)C1CCC1 (stereo not given)	1.4%
C=CC[C@@H](CC(=O)N(CCO)Cc1ccccc1)C(=O)N[C@H](C)COC(=O)[C@@H](CC=C)Cc1ccc(F)cc1	-2.2%
Later entries
SMILES	K1F lysis inhibition
CCN(C[C@H]1N[C@@](CC)(C(=O)OC)[C@H]2C(=O)N(Cc3ccccc3)C(=O)[C@@H]12)S(=O)(=O)c1ccc(F)cc1	0.1%
O=C(Nc1ccccn1)C1CCN(C(=O)c2ccc(F)cc2)CC1	-0.8%
Cc1cc(C)c(OCC(=O)OCC(=O)NNC(=O)c2ccccc2F)c(C)c1	0.6%[50 µM]
O=C1NC[C@@H](c2ccccc2)OC(=O)[C@@H](Cc2ccc(F)cc2)C/C=C\C[C@@H]1CC(=O)N(CCO)Cc1ccccc1	1.9%
Cc1ccc(N(CCC#N)C(=O)COC(=O)c2nc3nc(C)cc(C)n3n2)cc1	1.4%[50 µM]
C[C@]12c3[nH]c4cc(-c5ccco5)ccc4c3CCN1C(=O)[C@@H](CC(=O)NCCN1CCOCC1)C[C@@H]2C(=O)N1CCCCC1	0.1%
O=C1C=CC(=O)c2c(O)c(N3CCN(CCOCCO)CC3)c(Br)c(O)c21	-0.9%
COc1ccc2oc(C(=O)OCC(=O)NCc3ccc(OC)c(OC)c3)c(C)c2c1	1.1%[50 µM]
COc1ccc(C)cc1NC(=O)CSc1nnc2ccc(-c3ccccn3)nn12	0.6%[50 µM]
COc1ccccc1N(CC(=O)NC1CCCCC1C)S(=O)(=O)c1cccs1 (stereo not given)	-2.0%
CC(=O)c1cccc(NC(=O)C(C)OC(=O)c2cccc(-n3cnnn3)c2)c1 (stereo not given)	1.6%[50 µM]
CC(=O)c1cccc(OCC(=O)Nc2ccccc2N2CCOCC2)c1	0.2%[50 µM]
CSCCC(NC(=O)c1ccco1)C(=O)NCc1ccc2c(c1)OCO2 (stereo not given)	1.0%[50 µM]
CCOc1ccc(OCCC(=O)OCC(=O)Nc2cc(C)nn2-c2ccccc2)cc1	-0.6%
CN(C)CCOC1c2ccccc2CCc2ccc3ccccc3c21 (stereo not given)	2.5%
CN(CC(=O)Nc1cccc(F)c1)C(=O)CCCc1nc2ccccc2c(=O)[nH]1	1.6%[50 µM]
COc1ccc(/C=C/C(=O)NNC(=O)c2ccncc2)c(OC)c1	0.6%[50 µM]
COc1cc(-c2nnc3sc(-c4ccncc4)nn23)cc(OC)c1OC	0.0%
Cc1ccc(C(=O)Nc2c(C)n(C)n(-c3ccccc3)c2=O)cc1S(=O)(=O)N1CCCCC1	0.5%[50 µM]
COc1ccc(OCCCC(=O)NNC(=O)c2ccncc2)cc1	1.1%[50 µM]

Among those listed so far, seven have a Cl atom:
SMILES	K1F lysis inhibition
CC1CCCN(C(=O)c2ccc(Cl)c(S(=O)(=O)N3CCCCCC3)c2)C1 (stereo not given)	0.1%[50 µM]
O=C(Cn1c(=O)cnc2ccccc21)NNC(=O)c1ccccc1Cl	0.1%[50 µM]
CN(CC(=O)Nc1ccc(Cl)c(Cl)c1)C(=O)CNC(=O)Cc1ccccc1	-0.3%[50 µM]
COc1ccc(C(=O)NCC(=O)OCc2c(Cl)cccc2Cl)cc1OC	-0.1%[50 µM]
CN(CC(=O)Nc1cccc(F)c1)C(=O)c1cccnc1Sc1ccc(Cl)cc1	-0.1%[50 µM]
Cc1cc(C(=O)NNC(=O)Cc2ccc(Cl)c(Cl)c2)c(C)o1	-0.1%[50 µM]
S=c1[nH]nc(COc2ccccc2)n1-c1ccc(Cl)cc1	-0.9%

Going on with the list.
SMILES	K1F lysis inhibition
CC(CCc1ccccc1)NC(=O)COC(=O)C(CCC(N)=O)NC(=O)c1ccc(F)cc1 (stereo not given)	1.2%[50 µM]
O=C(COC(=O)CNC(=O)C1CCCCC1)Nc1ccccc1Cl	1.4%
Cc1cc(Oc2cccc3c2S(=O)(=O)N(C2CCCC2)CC(COCc2ccccc2)O3)cc(C)c1C (stereo not given)	0.2%
CCCn1c(SCC(=O)N(C)C2CCS(=O)(=O)C2)nc2sc3c(c2c1=O)CCC3 (stereo not given)	-2.8%
CC1CCN(C(=O)COC(=O)C2CCN(S(=O)(=O)c3c(Cl)cccc3Cl)CC2)CC1	0.2%[50 µM]
CCCN(CC(=O)Nc1ccc(F)c(F)c1F)C(=O)Cc1ccc(S(=O)(=O)N2CCOCC2)s1	0.7%[50 µM]
COc1ccc(-c2csc3ncnc(N4CCN(S(=O)(=O)c5ccc(C)cc5)CC4)c23)cc1	0.2%[50 µM]
O=C1OC[C@@H]2CCCN2C(=O)[C@H](CC(=O)N(CCO)Cc2ccccc2)C/C=C\CC[C@H]1Cc1ccc(F)cc1	-0.5%
CCC1([N+](=O)[O-])COC(c2ccc(C)cc2)OC1 (stereo not given)	-1.5%
CCOc1cc2c(cc1OCC)CN(CC(=O)Nc1ccccc1C(=O)NC1CC1)CC2	0.9%[50 µM]
CN(C)Cc1cc(C(F)(F)F)ccc1C(O)(c1ccccc1)c1ccccc1	3.9%
O=C(CNc1ccc(Br)cc1)Nc1cccc(S(=O)(=O)N2CCCC2)c1	-0.1%[50 µM]
O=C(CNC(=O)c1ccc(-c2ccccc2)cc1)Nc1cccc(CO)c1	-3.0%
Cc1c(Cl)cnc(NC(=O)COC(=O)CNC(=O)c2ccccc2)c1Cl	0.9%[50 µM]
Cc1ccc(NC(=O)C2=COCCO2)cc1S(=O)(=O)N1CCOCC1	0.3%[50 µM]
CCN(CC)c1ccc(NC(=O)CN2C(=O)NC3(CCc4ccccc43)C2=O)cc1 (stereo not given)	0.2%[50 µM]
O=C(COC(=O)c1cccnc1Cl)Nc1cc(S(=O)(=O)N2CCOCC2)ccc1Cl	0.6%[50 µM]
O=C(Nc1ncccc1O)c1cccc(S(=O)(=O)NCc2ccccc2)c1	1.0%[50 µM]
Cn1c(-c2ccc(F)c(F)c2)cc2onc(-c3ccccc3)c2c1=O	0.5%
O=C(OCc1nnc(-c2ccccc2)o1)c1ccc(Br)o1	1.4%[50 µM]
O=C(NCCc1ccccc1)[C@@H]1CC=C[C@@H]2CCN(C3CCCCC3)C(=O)[C@@H]21	0.0%
CCOc1ccc(S(=O)(=O)N2CCOCC2)cc1NC(=O)C1CSC2(C)CCC(=O)N12 (stereo not given)	0.6%[50 µM]
CN(C(=O)CN1CCCCCC1)c1c(N)n(Cc2ccccc2)c(=O)[nH]c1=O	0.7%[50 µM]
O=C(OCCc1ccccn1)c1cccc([N+](=O)[O-])c1	5.6%
CCCCCC(=O)Nc1cccc(S(=O)(=O)NC2=NCCC2)c1	0.9%[50 µM]
CCOc1ccccc1C(=O)NCC(=O)NCC(c1ccc(OC)cc1)N1CCOCC1 (stereo not given)	1.9%[50 µM]

In the list so far, these have a nitro group on carbon:
SMILES	K1F lysis inhibition
Cc1ccc(C(=O)NNC(=O)c2ccc(-n3cncn3)c([N+](=O)[O-])c2)cc1	-0.1%[50 µM]
O=C(COC(=O)C1CC2C=CC1C2)Nc1c(Br)cc([N+](=O)[O-])cc1Br (stereo not given)	-4.1%
CCC1([N+](=O)[O-])COC(c2ccc(C)cc2)OC1 (stereo not given)	-1.5%
O=C(OCCc1ccccn1)c1cccc([N+](=O)[O-])c1	5.6%

High-throughput results (PubChem)

Only part of the results is shown (hit frequency here may not be typical).
